SENP8 block-1 – blocks human SENP8 cleavage of Nedd8 substrate. Q96LD8. recombinant SENP8, Nedd8 substrate fluorescence. inhibition, % at 20 µM. hit rate 0.64% among 360,000. AID 602440; in the data active means inhibition mostly above about 40%, no sharp cut-off; inactive means mostly below about 27%
Target sequence (Q96LD8 whole entry, looked up): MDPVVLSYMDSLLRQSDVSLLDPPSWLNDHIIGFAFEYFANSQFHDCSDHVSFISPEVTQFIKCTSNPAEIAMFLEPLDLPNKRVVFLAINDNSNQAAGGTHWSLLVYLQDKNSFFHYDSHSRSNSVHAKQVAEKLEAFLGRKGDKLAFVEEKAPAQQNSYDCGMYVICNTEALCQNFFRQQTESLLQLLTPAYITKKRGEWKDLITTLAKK
SENP6 block – inhibitors of human SENP6 protease; hit rate 1.8% among 330,000; AID 2599; inhibition, % at 10 µM; Recombinant SENP6 catalytic domain, aminoluciferin luminescence; Q9GZR1;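 active means inhibition above about 50% at the single tested dose, limit read from the data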;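 further: plate controls were DMSO wells with enzyme for no effect and DMSO wells lacking enzyme for full effect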
PfG6PD inh – PfG6PD (Plasmodium falciparum) enzyme inhibition; PfGluPho enzyme, NADPH resazurin-diaphorase fluorescence; inhibition, % at 20 µM; hit rate 0.78% among 350,000;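 active means inhibition reaching at least a set limit at 20 µM in the primary screen, cut at about 59% in these data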;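 further: 0% = DMSO wells with substrate and 100% = DMSO wells lacking glucose-6-phosphate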
SENP1 inh – blocks the human SENP1 SUMO protease catalytic domain | Q9P0U3 | recombinant SENP1 catalytic domain, CyPet-SUMO1-YPet FRET cleavage | inhibition, % at 10 µM | hit rate 0.21% among 360,000;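 active means inhibition at least 30% at 10 µM, raw YFP signal under a set limit, fluorescence ratio 0.5 to 1.5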;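 further: 0% = enzyme with DMSO and 100% = no enzyme wells; some results filed as inactive read as strong as hits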
Target sequence (Q9P0U3 419-644 limits assumed): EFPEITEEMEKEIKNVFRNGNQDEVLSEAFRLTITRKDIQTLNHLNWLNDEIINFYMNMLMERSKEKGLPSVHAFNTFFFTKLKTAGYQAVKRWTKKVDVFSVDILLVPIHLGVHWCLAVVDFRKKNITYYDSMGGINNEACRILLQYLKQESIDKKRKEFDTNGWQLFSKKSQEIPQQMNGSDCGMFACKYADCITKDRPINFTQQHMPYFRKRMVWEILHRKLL
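Material: hSENP1 catalytic domain, recombinant; medium: Tris pH 8 with BME, BSA, NP40 and catalase; compound: single concentration of 10 µM compound, 0.5% DMSO final; technique: FRET read of cyan and yellow fluorescence; timing: 50 min enzyme reaction, room temperature, light-protected; reagent: SFCypet-SUMO1-SFYpet substrate at 25 nM; control set: no-enzyme low, enzyme-DMSO high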
HKDC1 inh – blocks human hexokinase HKDC1 activity. recombinant HKDC1, G6PDH/diaphorase resazurin coupled fluorescence. hit rate 0.16% among 340,000. inhibition, % at 20 µM. Q2TB90;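 active means inhibition above about 35% when tested at 20 µM, limit read from the data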;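 further: plate controls were DMSO wells with enzyme for no effect and DMSO wells lacking enzyme for full effect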
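Test system: recombinant HKDC1 (HK5) hexokinase enzyme, produced in-house; Amount: enzyme 5 µg/mL final; Buffer or medium: Tris pH 8.0 buffer with MgCl2, Tween-20, BSA, BME; Reagent: glucose and ATP substrates; Doses: 20 µM test compound, 1% DMSO; Incubation: 90 min reaction incubation at room temperature, dark; Detection: resorufin fluorescence at 613 nm.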
Apaf-1 inh – blocks human Apaf-1 apoptosome activity | reconstituted apoptosome caspase-3 activity, DEVD-Rh110 fluorescence | inhibition, % at 20 µM | hit rate 0.71% among 330,000; active means inhibition of at least 40% at 20 µM;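 further: plate controls were DMSO wells for no effect and DEVD-CHO caspase inhibitor wells for full effect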
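Material: cell-free apoptosome with Apaf-1, procaspase-3 and caspase-9; Buffer or medium: Hepes pH 7.5 with detergent and BSA; Reagent: cytochrome c trigger plus (Z-DEVD)2-Rh110 caspase-3 substrate; Times: compound with Apaf-1, dATP, procaspase-3 30 min, then 50 min reaction, room temperature; Technique: Rh110 fluorescence intensity.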
SENP7 block – inhibitors of human SENP7 protease; Q9BQF6; recombinant SENP7, Z-RLRGG-aminoluciferin luminescence, 40 min; inhibition, % at 5 µM; hit rate 1.5% among 330,000; AID 434973;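 active means inhibition above about 50% at the single test dose, limit read from the data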;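 further: plate controls were DMSO with enzyme for no effect and no enzyme buffer wells for full effect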
Target sequence (Q9BQF6 706-1050 limits assumed): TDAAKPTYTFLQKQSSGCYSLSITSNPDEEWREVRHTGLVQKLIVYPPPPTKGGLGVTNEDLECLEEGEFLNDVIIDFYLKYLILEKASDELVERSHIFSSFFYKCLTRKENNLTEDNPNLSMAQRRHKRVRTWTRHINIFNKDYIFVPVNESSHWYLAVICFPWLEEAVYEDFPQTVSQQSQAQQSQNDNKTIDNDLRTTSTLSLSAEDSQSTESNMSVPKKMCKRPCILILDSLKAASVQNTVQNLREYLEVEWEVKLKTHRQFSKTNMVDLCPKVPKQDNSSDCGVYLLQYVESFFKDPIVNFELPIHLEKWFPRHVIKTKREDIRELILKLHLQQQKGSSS
SENP8 block-2 – blocks the human protease SENP8. purified SENP8, Z-RLRGG-aminoluciferin cleavage, luminescence. inhibition, % at 10 µM. hit rate 1.2% among 330,000. AID 2540; in the data active means inhibition above about 50%
* = called active by the depositor; nt = no result given.

entry | SMILES | SENP8 block-1 | SENP6 block | PfG6PD inh | SENP1 inh | HKDC1 inh | Apaf-1 inh | SENP7 block | SENP8 block-2
1 | O=C(O)CCCNC(=O)OCc1ccccc1 | 6 | 2 | -31 | 0 | 5 | -9 | 1 | 1
2 | COc1ccc(Cn2nnc3c(=O)[nH]c(C4CCCN(C(=O)c5ccccc5)C4)nc32)cc1 (stereo not drawn) | 7 | -4 | -15 | 1 | 1 | 7 | -13 | -16
3 | Cc1ccc(NCSc2ccc(Cl)cc2)cc1 | 0 | nt | 47 | 3 | 9 | nt | nt | nt
4 | Cc1cccc(NC(=O)c2ccccc2OCC(=O)c2ccc(F)cc2)c1 | 16 | 0 | 10 | 2 | -5 | 26 | 9 | -4
5 | Cc1ccc(CNC(=O)[C@H](Cc2ccccc2)NC(=O)C2CCNCC2)cc1 | 13 | -6 | -3 | 1 | -3 | -5 | 1 | -4
6 | CC(=O)OC(C(=O)NC1CCCCC1)c1ccccc1F (stereo not drawn) | 11 | 1 | -10 | 1 | -9 | 2 | 2 | 0
7 | CCn1cc(C(=O)N(C)c2ccc(OC)cc2)c2cc(OC)c(OC)cc2c1=O | 20 | 2 | -19 | -1 | -2 | 3 | -1 | 0
8 | CC(=O)NC(=O)NC1CSCC1OC(C)=O (stereo not drawn) | 12 | -18 | -6 | 1 | 3 | -8 | -1 | -9
9 | O=[N+]([O-])c1ccccc1OCCCCN1CCCCC1 | 10 | -26 | 5 | 0 | -6 | -13 | -5 | -2
10 | O=C(CSc1ccccn1)Nc1cccc2ccccc12 | -7 | 3 | 7 | 0 | 4 | -6 | -7 | -5
11 | N#Cc1ccccc1OCC(=O)NCc1ccccc1CN1CCCC1 | -18 | -10 | -7 | -1 | -3 | -6 | 2 | -2
12 | O=c1[nH]c(=S)[nH]c2c1C(c1cc([N+](=O)[O-])c(N3CCOCC3)cc1N1CCOCC1)O2 (stereo not drawn) | 24 | 10 | -8 | 1 | -12 | 2 | 3 | -5
13 | S=C(Nc1ccccc1)Nc1ccccc1Br | 32 | 3 | -3 | 3 | -3 | -19 | 4 | 0
14 | CCCCCCCCCCn1ccc(=N)cc1 | 22 | -8 | 7 | 3 | -2 | -3 | 3 | 0
15 | Cc1cccc(NC(=O)CN2C(=O)NC(C)(c3ccc4ccccc4c3)C2=O)n1 (stereo not drawn) | -3 | -10 | 9 | -1 | -5 | -4 | -7 | -6
16 | CC(=O)c1cnc2cc(-c3cccc(Br)c3)nn2c1C | -391 | -33 | 10 | -1 | -5 | -3 | 8 | -15
17 | Cc1cc(C)n2nc(CNS(=O)(=O)c3ccc(C)c(C)c3)nc2n1 | 8 | 13 | -1 | 1 | -4 | -4 | 0 | 4
18 | CC(Cn1cnc2ccccc21)C(=O)O (stereo not drawn) | 11 | -10 | -8 | 0 | -5 | -38 | -5 | -5
19 | Cc1c(C(N)=O)c(N)c(C(=O)c2ccccc2)n1-c1ccccc1 | 22 | -4 | 7 | 1 | -2 | -8 | -3 | -2
20 | O=[N+]([O-])c1ccc(/C=N/Nc2ncc(Br)cn2)cc1 | -9 | -2 | 6 | -1 | -6 | -3 | 7 | 0
21 | CN(C(=S)Nc1ccccc1F)C1(c2ccccc2Cl)CCCCC1=O (stereo not drawn) | 4 | -5 | 3 | 2 | -12 | -14 | 0 | 2
22 | COc1ccc(NS(=O)(=O)c2cccc(NC(=O)CCC(=O)c3ccc(Cl)cc3)c2)cc1 | 9 | 14 | 6 | 0 | 18 | 9 | -1 | 7
23 | Cc1cc(C(=O)Nc2ccc(N3CCOCC3)cc2)c2ccccc2n1 | 12 | 7 | -3 | 2 | -5 | 11 | 4 | 2
24 | Fc1ccccc1CN(CCN1CCOCC1)C(=S)Nc1ccccc1Cl | 10 | 0 | 5 | 7 | -3 | -4 | 9 | 3
25 | COCCNS(=O)(=O)c1cc(OC)c(Cl)cc1Cl | nt | -14 | nt | nt | nt | -6 | -1 | 2
26 | COc1cc2c(cc1OC)C(c1ccc([N+](=O)[O-])cc1)NC(=O)C2 (stereo not drawn) | 18 | 2 | 1 | 2 | 5 | 2 | -3 | 8
27 | CCN(CC)CCN(C(=O)/C=C/c1cccs1)c1nc2ccc(Cl)cc2s1 | -21 | -13 | -10 | -1 | -3 | 22 | 1 | -4
28 | COc1ccccc1N1CCN(C2CC(=O)N(C)C2=O)CC1 (stereo not drawn) | 5 | -3 | 4 | 1 | -12 | -6 | -2 | 3
29 | COc1cc(S(=O)(=O)N(Cc2ccccc2)CC2CCCO2)ccc1-n1cnnn1 (stereo not drawn) | 4 | -18 | -9 | 2 | 1 | -13 | -13 | 0
30 | [O-][n+]1ccc(OCc2ccccc2)cc1 | 12 | -17 | 8 | 2 | -5 | -9 | -5 | -3
31 | COc1ccc(CNC(=O)CCC2N=C3c4ccccc4N=C(SCC(=O)NCC4CCCO4)N3C2=O)cc1 (stereo not drawn) | -188 | 0 | -10 | -6 | -1 | 0 | 4 | 6
32 | CCC(CC)c1nnc(NC(=O)c2nn(C)c(=O)c3ccccc23)s1 | 15 | 2 | nt | 1 | nt | 3 | -1 | -1
33 | Cc1ccc(N(C(=O)c2csnn2)C(C(=O)NC2CCCCC2)c2ccccn2)cc1 (stereo not drawn) | 3 | -2 | 0 | 0 | -7 | 2 | -9 | 3
34 | CCOC(=O)c1sc2nc(C3CC3)cc(-c3ccc(F)cc3)c2c1N | -344 | -6 | 7 | -21 | 0 | 14 | 0 | -6
35 | CC(=O)c1ccc(C(=O)Nc2ccc3c(c2)C(=O)NC3=O)cc1 | -145 | 8 | 14 | -1 | -2 | -20 | 1 | 9
36 | CCCCCn1c(=S)[nH]c2cc(C(=O)N3CCCC3)ccc2c1=O | 14 | 3 | 4 | 2 | -7 | -3 | -6 | -5
37 | O=C(NO)c1cc(OCC(F)(F)F)ccc1OCC(F)(F)F | -3 | -5 | -22 | 0 | -8 | -1 | 3 | 3
38 | CC(C)c1ccc(NC2CCCN(C(=O)c3cnc4ccccn4c3=O)C2)cc1 (stereo not drawn) | -13 | -3 | 8 | -3 | 0 | -2 | 2 | -4
39 | CCc1ccc[n+](-c2[nH]c(=O)sc2/C=N/NC([S-])=Nc2ccccc2)c1 | 33 | 1 | 35 | 45 | -7 | -4 | 4 | -6
40 | Cc1cc(F)ccc1S(=O)(=O)N1CCC2(CC1)OCCN2S(=O)(=O)c1cccs1 | 27 | -3 | 3 | 0 | -5 | 20 | -1 | 1
41 | O=C(CSc1n[nH]c(-c2ccncc2)n1)Nc1ccccc1C(F)(F)F | -7 | 13 | -21 | -4 | -5 | -1 | -3 | -1
42 | CCOC(=O)c1ccc(NC(=O)CSCC(=O)OCC(=O)c2ccccc2)cc1 | 16 | -4 | -19 | 0 | 7 | 7 | 1 | -11
43 | O=C(CSc1cccc[n+]1[O-])Nc1cccc(Oc2ccccc2)c1 | 5 | 14 | 8 | 0 | 1 | 6 | 2 | 3
44 | CCOc1ccc(N2CCc3c(C)nc(SC)nc32)cc1 | -256 | 9 | 13 | 1 | -6 | -1 | 0 | 5
45 | Cc1[nH]c2ccccc2c1SCC(=O)N1CCOCC1 | 2 | -2 | -7 | 4 | -10 | 0 | 2 | -7
46 | CCOC(=O)C1=C(C)N(C)C(=O)NC1c1c(O)ccc2ccccc12 (stereo not drawn) | 4 | -7 | -7 | -1 | 10 | 4 | -1 | -6
47 | COc1ccccc1CNC(=O)COC(=O)c1nccnc1N | -473 | -7 | 7 | -24 | 7 | 2 | -13 | -10
48 | O=S(=O)(c1ccccc1)c1cnn(-c2ccccc2)c1-c1ccc(F)cc1 | 18 | -5 | 25 | 0 | 0 | 13 | 3 | -3
49 | CCOC(=O)c1[nH]c(C)c(C(=O)OC(C)C(=O)Nc2ncc(Cl)cc2Cl)c1C (stereo not drawn) | 16 | -13 | -8 | -1 | -1 | 2 | 1 | 0
50 | CC(C)(C)c1cc(C2COC(=O)COCCOCC(=O)OCCOCCO2)cc(C(C)(C)C)c1O (stereo not drawn) | 5 | nt | -5 | 2 | -5 | nt | nt | nt
51 | Cc1nn(-c2ccccc2)c2c1C(c1ccc(F)cc1)C(C#N)=C(N)O2 (stereo not drawn) | 14 | 5 | -11 | 1 | 1 | 21 | 3 | 2
52 | COc1cccc2sc3cc(NCCCN4CCOCC4)ccc3c(=O)c12 | -488 | 0 | 15 | -26 | 9 | 13 | 6 | -9
53 | On1nnc2c3ccccc3c3ccccc3c21 | -117 | -4 | 3 | 2 | 3 | 9 | -2 | -14
54 | Cc1cccc(N2CC(C(=O)NCCC3=CCCCC3)CC2=O)c1C (stereo not drawn) | -6 | -25 | -9 | 0 | -7 | 14 | -13 | -2
55 | Cc1cccc(-n2c(-c3ccncc3)n[nH]c2=S)c1 | 11 | 7 | 38 | 1 | -8 | -8 | -4 | 1
56 | CSCCC1NC(=O)N(CC(=O)Nc2cc(C)on2)C1=O (stereo not drawn) | 8 | -4 | 8 | 0 | 5 | -10 | -3 | 13
57 | COc1ccc(CC2(CO)CCN(Cc3cccn3-c3ccccn3)CC2)cc1 | 3 | 17 | -1 | -2 | -2 | -27 | 6 | -1
58 | COc1ccccc1Nc1ccc(NS(=O)(=O)c2ccc(C(C)=O)cc2)cc1 | 19 | 1 | -14 | 1 | 5 | 12 | 5 | 2
59 | S=c1[nH]c(-c2ccc(Cl)cc2)cs1 | -40 | -2 | 62* | 2 | 6 | 9 | -6 | -12
60 | O=C(Cc1ccc(Cl)cc1)Nc1ccc2oc(-c3ccncc3)nc2c1 | -491 | -16 | -4 | -1 | -4 | -17 | 1 | -8

Other compounds follow:
entry | SMILES | SENP8 block-1 | SENP6 block | PfG6PD inh | SENP1 inh | HKDC1 inh | Apaf-1 inh | SENP7 block | SENP8 block-2
61 | O=C(COC(=O)CCC(=O)c1cccs1)NCc1ccccc1 | 1 | -36 | -1 | 2 | -4 | 3 | 6 | 1
62 | O=C(c1cccc(S(=O)(=O)N2CCCCC2)c1)N(CCc1ccccc1)Cc1ccccc1 | 2 | 3 | 15 | 1 | -2 | 22 | -12 | 2
63 | FC(F)(F)c1ccccc1CNCc1ccc2c(c1)OCO2 | 19 | -33 | -5 | 3 | -3 | -1 | 6 | -11
64 | OCCN(Cc1ccccc1)C(=S)NC1CCCCC1 | 1 | -18 | 11 | 1 | -12 | 3 | 4 | 0
65 | CCn1c(C)c(C(C)=O)c(N2CCN(c3cccc(Cl)c3)CC2)nc1=S | 6 | -4 | 12 | -93 | -3 | 7 | -2 | -1
66 | Cc1ccc(C)c(NS(=O)(=O)c2cc(C(N)=O)ccc2C)c1 | 8 | -4 | -1 | 2 | 3 | 1 | 5 | 10
67 | Cc1ccc2c(c1)N(CC(=O)NCCc1ccc(Cl)cc1)C(=O)c1cccnc1O2 | 9 | -1 | -12 | 0 | -3 | 2 | 12 | 1

Structures from the list above containing bromine (3):
entry | SMILES | SENP8 block-1 | SENP6 block | PfG6PD inh | SENP1 inh | HKDC1 inh | Apaf-1 inh | SENP7 block | SENP8 block-2
13 | S=C(Nc1ccccc1)Nc1ccccc1Br | 32 | 3 | -3 | 3 | -3 | -19 | 4 | 0
16 | CC(=O)c1cnc2cc(-c3cccc(Br)c3)nn2c1C | -391 | -33 | 10 | -1 | -5 | -3 | 8 | -15
20 | O=[N+]([O-])c1ccc(/C=N/Nc2ncc(Br)cn2)cc1 | -9 | -2 | 6 | -1 | -6 | -3 | 7 | 0
